Screens (PubChem BioAssay)
OXTR potentiate – potentiates the human oxytocin receptor response | CHO-OTR cells, Fluo-8 calcium fluorescence, potentiator mode; 0% = oxytocin EC15, 100% = EC100 | activation, % at 3 µM | actives 0.061% (n = 320,000) | P30559;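 active = activation above that plate's cutoff, the mean activation of tested compounds plus 3 SD, cut at about 6.6% in these data, passing the limit was not always enough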;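 note: 100% uses oxytocin at 75 nM as the full agonist control; some results filed as inactive read as strong as hits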
Target sequence (P30559 whole entry, looked up): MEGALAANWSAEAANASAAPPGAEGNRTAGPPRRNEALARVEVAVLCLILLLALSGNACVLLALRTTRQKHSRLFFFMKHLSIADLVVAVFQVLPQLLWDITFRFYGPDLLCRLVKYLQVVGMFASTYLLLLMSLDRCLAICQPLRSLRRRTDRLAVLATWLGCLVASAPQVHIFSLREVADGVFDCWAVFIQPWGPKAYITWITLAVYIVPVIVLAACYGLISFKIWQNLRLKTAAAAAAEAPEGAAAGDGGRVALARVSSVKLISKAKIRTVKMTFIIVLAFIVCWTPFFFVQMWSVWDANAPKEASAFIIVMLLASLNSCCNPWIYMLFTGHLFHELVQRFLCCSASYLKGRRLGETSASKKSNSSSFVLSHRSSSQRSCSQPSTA
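Replication – single well per compound, singlicate · Assay system – CHO cell line stably expressing human OTR · Timing – 6 min pre-incubation, 100 s read · Measure – normalized max/min fluorescence ratio, % activation · Doses – 3.0 µM, one dose · Detection – Fluo-8 calcium dye fluorescence · Probe or stimulus – oxytocin near EC15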
NALP1 inh – inhibitors of NALP1 inflammasome in yeast. S. cerevisiae NALP1/ASC/caspase-1 growth, X-gal OD620, 72 h. inhibition, % at 10 µM. actives 0.61% (n = 280,000); in the data active = inhibition mostly above about 24%, no sharp cut-off; inactive = mostly below about 32%; note: some compounds called inactive have numbers as strong as hits
GPR7 antagonist – human neuropeptides B/W receptor 1 antagonism. P48145. GPR7-expressing cells, fluorescence antagonist assay. inhibition, % at 4.4 µM. actives 1.1% (n = 290,000). AID 1861; in the data active = inhibition above about 16%, passing the limit was not always enough;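 note: cells stimulated with the agonist NPW; 0% = agonist with vehicle and 100% = vehicle without agonist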
MEKK2 WT-MEK5 – raises or lowers MEK5 binding to wildtype human MEKK2 PB1 domain; binding response (% of control), % at 10 µM; actives 1.1% (n = 290,000); Q9Y2U5; bead flow cytometry, Alexa488-MEK5 binding to MEKK2 WT; actives lie on both sides; in the data active = binding response below about 67% or above about 130%
V1aR counter – counter-screen for oxytocin receptor agonists: human V1a receptor agonists; actives 0.25% (n = 320,000); P37288; CHO-V1R cells, Fluo-8 calcium fluorescence, agonist mode; 0% DMSO, 100% 3 nM vasopressin; AID 2797; activation, % at 3 µM;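 active = activation above the mean activation of all tested compounds plus 3 SD, per screening run, cut at about 20% in these data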;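 note: signal is peak over basal fluorescence ratio across a 100 second FLIPR read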
GalR3 antag – blocks the human galanin receptor 3. O60755. HEK293 GalR3-CNG cAMP membrane potential fluorescence; galR3 body fused to GalR1 C-terminus. inhibition, % at 3 µM. actives 0.44% (n = 360,000);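 active = inhibition above the screen-wide average plus 3 SD, cut at about 13% in these data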;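 note: forskolin and galanin both at EC90 stimulate the cells; cAMP rise reported by CNG channel membrane potential dye signal; 0% = forskolin plus galanin with DMSO and 100% = forskolin alone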
Target sequence (O60755 1-299 limits assumed): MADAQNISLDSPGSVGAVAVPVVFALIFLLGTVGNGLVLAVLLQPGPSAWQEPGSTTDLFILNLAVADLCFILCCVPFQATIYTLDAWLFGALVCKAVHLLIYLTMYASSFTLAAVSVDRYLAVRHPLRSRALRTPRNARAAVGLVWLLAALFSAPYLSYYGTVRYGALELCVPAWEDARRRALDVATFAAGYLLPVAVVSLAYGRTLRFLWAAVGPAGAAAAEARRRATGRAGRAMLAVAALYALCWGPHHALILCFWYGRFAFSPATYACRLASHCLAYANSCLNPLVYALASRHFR
OXTR ag – agonists of human oxytocin receptor; activation, % at 3 µM; AID 2435; actives 0.32% (n = 320,000); CHO-OTR cells, Fluo-8 calcium fluorescence; normalized: DMSO 0%, oxytocin 100%; P30559;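 active = activation above the mean of all tested compounds plus 3 SD, cutoff set per screening run, cut at about 20% in these data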;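 note: peak over basal fluorescence ratio from a 100 s FLIPR kinetic read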
MEKK2 mut-MEK5 – signal of MEK5 binding to mutant human MEKK2 PB1 domain; percent response, % at 10 µM; actives 0.35% (n = 290,000); bead flow cytometry, Alexa488-MEK5 binding to MEKK2 mutant; in the data active = percent response above about 24%, passing the limit was not always enough; note: inactives centre near 1; some results filed as inactive read as strong as hits
PfM18AAP inh – blocks P. falciparum M18 aspartyl aminopeptidase; actives 1.2% (n = 290,000); AID 1822; inhibition, % at 7.35 µM; recombinant PfM18AAP, H-Glu-NHMec fluorogenic cleavage;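 active = inhibition above the campaign mean inhibition over all tested compounds plus 3 SD, cut at about 28% in these data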;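 note: 0% = plate median of test compound wells and 100% = 2 mM ZnCl2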
Numbers without * were called inactive; · = no result given.

Each structure is followed by: OXTR potentiate	NALP1 inh	GPR7 antagonist	MEKK2 WT-MEK5	V1aR counter	GalR3 antag	OXTR ag	MEKK2 mut-MEK5	PfM18AAP inh
- COc1ccc(C(=O)C2=NN(C(C)=O)CC2c2ccco2)cc1 (configuration not stated)
    -2	-5	4	88	1.5	-2	-0.6	-8	19
- CCc1ccc(NC(=O)C(=O)N/N=C(\C)CC(=O)NCCOC)cc1
    -10	0	-14	112	-0.7	-3	0.2	13	6
- CS(=O)(=O)N(CC(=O)Nc1ccccc1C(=O)N1CCCC1)c1ccc2c(c1)OCO2
    -3	7	-1	100	0.3	12	-0.5	6	6
- Cc1cc(C(=O)NN=Cc2ccc(OC(=O)c3ccco3)cc2)c(C)o1
    -4	·	·	·	0.2	4	-1.9	·	·
- Cc1cc(N(C(=O)c2ccco2)C(C(=O)NC2CCCCC2)c2ccccc2)ccc1-n1cnnn1 (configuration not stated)
    -6	33	-3	101	-0.1	1	-1.3	1	-4
- CC1(C)C(=O)N(c2ccccc2F)C(=O)c2ccccc21
    1	14	-3	96	-1.5	-1	-1.3	0	-3
- O=C(NCCCN1CCN(c2cccc(Cl)c2)CC1)C1CCC(=O)N1Cc1ccccc1Cl (configuration not stated)
    ·	20	4	·	·	-3	·	·	-9
- O=C(Nc1ccccc1N1CCCC1)c1cc(S(=O)(=O)N2CCOCC2)ccc1Cl
    -3	·	·	·	-0.5	-5	-2.0	·	·
- CCc1ccc(/C=C2/C(=O)NC(=O)N2C(C)=O)cc1
    3	12	-17	108	-1.1	-6	-2.2	9	4
- CCOC(=O)c1c(NC(=S)NC(=O)c2ccc(Cn3cc(Cl)cn3)o2)sc2c1CCCCC2
    1	-1	-5	89	0.7	-1	1.2	-4	0
- O=C(Oc1cccc([N+](=O)[O-])c1)c1cc(-c2ccccc2)nc2ccccc12
    -1	0	-3	103	1.7	0	1.8	5	0
- CCOc1ccccc1CN1CCC(n2nccc2NC(=O)CCCc2ccccc2)CC1
    3	-3	-12	131	0.6	5	0.5	14	4
- O=C(NCCCN1CCCC1=O)c1ccc(OC(F)(F)F)cc1
    -11	3	-3	102	-0.2	-10	-0.5	-1	-20
- Oc1c(C(Nc2cccc(C(F)(F)F)c2)c2ccncc2)ccc2cccnc12 (configuration not stated)
    -18	-7	-14	100	1.0	-1	0.3	-2	-4
- CCn1c(COc2ccc(C)cc2)nnc1SCC(=O)Nc1cc(OC)ccc1OC
    -2	-14	8	98	-0.1	-3	-2.2	1	-14

Some of the entries so far, tab-delimited:
Molecule	OXTR potentiate	NALP1 inh	GPR7 antagonist	MEKK2 WT-MEK5	V1aR counter	GalR3 antag	OXTR ag	MEKK2 mut-MEK5	PfM18AAP inh
Oc1c(C(Nc2cccc(C(F)(F)F)c2)c2ccncc2)ccc2cccnc12 (configuration not stated)	-18	-7	-14	100	1.0	-1	0.3	-2	-4
Cc1cc(N(C(=O)c2ccco2)C(C(=O)NC2CCCCC2)c2ccccc2)ccc1-n1cnnn1 (configuration not stated)	-6	33	-3	101	-0.1	1	-1.3	1	-4
CCn1c(COc2ccc(C)cc2)nnc1SCC(=O)Nc1cc(OC)ccc1OC	-2	-14	8	98	-0.1	-3	-2.2	1	-14

Following part:
Each structure is followed by: OXTR potentiate	NALP1 inh	GPR7 antagonist	MEKK2 WT-MEK5	V1aR counter	GalR3 antag	OXTR ag	MEKK2 mut-MEK5	PfM18AAP inh
- C/C(=N\NC(N)=O)c1ccccc1Cl
    -1	28	5	76	0.4	-3	0.5	-43	1
- S=C(NCc1cccnc1)NCc1cccnc1
    -1	1	4	88	0.2	-5	0.6	-3	-4
- O=C(c1cncc(Br)c1)N1CCN(S(=O)(=O)c2ccc(Cl)cc2)CC1
    -12	-2	-3	107	-0.8	-6	1.2	0	-4
- CC(C)[C@H](NC(=O)NC1CCCC1)C(=O)O
    -2	-3	-2	107	0.3	6	0.2	3	-6
- CC(=O)NC(Cc1ccc(F)cc1)C(=O)N1CCN(C(=O)NCc2ccccc2)CC1 (configuration not stated)
    -6	-5	-21	107	0.6	-4	-0.8	7	1
- CSc1nc2c(c(=O)[nH]c(=O)n2C)n1Cc1ccccc1
    2	-1	-10	106	0.9	-5	-0.1	13	5
- Cc1ccc(-c2cc(C(=O)Nc3cc(C)ccc3C)[nH]n2)c(O)c1
    -16	24	-7	90	0.0	1	0.3	4	1
- COc1ccc(/C=N/N2CCOCC2)cc1O
    -5	25	-8	98	0.3	-4	-0.1	-1	5
- CCOC(=O)c1cnn(-c2ccccc2)c1NC(=O)c1ccccc1C
    -10	25	-7	121	0.1	-2	-1.3	17	-1
- O=C(O)CCCCCNc1ncnc2ccc(Br)cc12
    -2	-2	-2	89	0.2	-1	-0.3	-9	1
- C=CCNC(=O)c1cc2c(C(F)(F)F)nn(C)c2s1
    -1	-10	-8	105	0.5	-4	-0.2	7	-2
- Cc1ccc(NC(=O)COc2ccc(-n3ccnc3)cc2)cc1Cl
    -20	6	0	153*	8.7	-6	9.5	27*	-1
- CCOC(=O)CC1=C(C#N)C(c2cccnc2)C(C(=O)OCC)=C(N)O1 (configuration not stated)
    5	19	0	117	1.1	3	-0.6	18	2
- CCN(CC)S(=O)(=O)c1ccc(NC(=O)CSc2ncnc3ccccc23)cc1
    -4	26	-10	110	4.8	-2	3.9	-1	3
- COc1ccc(C2C(C(=O)N3CCN(c4ccccn4)CC3)CC(=O)N2c2ccc(OC)cc2)cc1 (configuration not stated)
    -11	11	-9	117	0.3	-1	1.4	4	3
- O=Cc1[nH]c2ccccc2c1N(C(=O)CCl)c1ccc([N+](=O)[O-])cc1
    -18	13	0	83	11	2	21*	-4	10
- CCOC(=O)C1=C(c2ccccc2)NC(=O)NC1c1cc(OC)c(O)c([N+](=O)[O-])c1 (configuration not stated)
    3	2	-14	100	0.9	-8	0.1	3	11
- CCOc1ccc(Cn2cc(F)c(=O)[nH]c2=O)cc1
    -6	7	-3	93	0.3	0	-0.1	-13	-5
- CCCCc1ccc(NC(=S)N2CCCC(C)C2)cc1 (configuration not stated)
    -13	17	-10	99	-1.0	-7	-1.6	-2	7
- Cc1cccc(C)c1NC(=S)N(CCCN1CCOCC1)Cc1cccnc1
    -2	3	-19	100	0.8	-9	-0.4	-1	-9
- Cc1ccc(OCCCC(=O)NCc2ccco2)c(C)c1
    -5	-11	-16	99	-0.8	·	-0.3	-8	-2
- Cc1ccc(NC(=O)c2nc[nH]c2C(=O)NCCCCNC(=O)c2[nH]cnc2C(=O)Nc2ccc(C)cc2)cc1
    0	·	·	·	1.5	-7	1.1	·	·
- O=C(c1ccccn1)N1CCN(S(=O)(=O)c2ccccc2)CC1
    -4	8	-3	103	1.2	-4	0.5	1	0
- Cc1cc(CN(C)C(=O)c2cc(COc3ccc4ncccc4c3)on2)on1
    -9	12	3	99	10	37*	14	1	1
- COc1cc(NC(=O)c2cc(-c3ccco3)on2)cc(OC)c1OC
    -1	9	3	104	1.1	-9	0.2	4	-12
- O=C(O)CCNC(=O)c1ccc(NC(=O)Cc2ccc(Cl)cc2)cc1
    -1	-4	-10	107	1.1	-2	0.3	0	0
- COc1ccccc1-c1nc(SCC(=O)NCC2CCCO2)c2c(=O)n(C)c(=O)n(C)c2n1 (configuration not stated)
    3	7	-8	98	1.3	·	0.4	-3	-2
- CCOC(=O)c1[nH]c2ccc(OCC)cc2c1NC(=O)CN1CCN(c2ccccn2)CC1
    -1	7	-6	105	0.6	-1	-0.8	-7	-4
- CCOC(=O)c1c(C)[nH]c(C(=O)OCCOc2ccccc2C)c1C
    ·	20	-6	108	·	-8	·	9	-7
- CN1CCN(c2ccccc2NC(=O)c2sc3ccccc3c2Cl)CC1
    -10	9	-3	129	0.5	2	2.9	-1	-6
- CC(=O)c1c(C)[nH]c(C(=O)OCC(=O)c2ccc3c(c2)NC(=O)CO3)c1C
    -5	·	·	·	1.7	-6	2.1	·	·
- CCOC(=O)C1=CC[C@H]2c3c(c4ccccc4n3C)C(=O)C1N2C(=O)OC(C)(C)C
    9	·	·	·	-0.9	2	-1.6	·	·
- COc1ccc(C(C#N)N2CCC(c3ccccc3)=N2)cc1OC (configuration not stated)
    -3	8	-9	103	0.7	-2	-0.3	2	2
- CCN(CC)c1nc2ccccc2nc1-n1nc(C)cc1C
    0	1	-2	95	-1.4	-3	-2.2	-1	-2
- Cc1ccc(-c2nnn(CC(=O)N(c3ccccc3F)C(CC(C)C)C(=O)NCC3CCCO3)n2)cc1 (configuration not stated)
    -6	-8	-14	100	1.3	-5	1.2	-2	-3
- Cc1cc(C(=O)Nc2c(F)c(F)c(F)c(F)c2F)n(-c2ccccc2)n1
    -1	2	-13	106	-0.4	-5	-1.8	6	1
- O=C(Nc1nnc(C2=COCCO2)o1)c1cccc(C(F)(F)F)c1
    -4	7	-12	100	0.1	-2	-1.1	1	3
- CN1CCN(S(=O)(=O)c2ccc3c(c2)C(C)(C)C(=O)N3C)CC1
    -3	16	-4	103	0.7	·	-0.7	3	-3
- COc1cccc(NC(=O)C2CCN(S(=O)(=O)c3ccc4c(c3)NC(=O)CO4)CC2)c1
    -5	-18	16	103	1.8	-8	0.2	2	3
- CCOC(=O)Cn1nc(-c2ccc(F)cc2)cc(Cc2ccccc2)c1=O
    -21	8	23	96	-1.6	·	-1.5	2	0
- O=C(Oc1ccc(F)cc1)c1ccc2c(=O)n3c(nc2c1)CCC3
    -15	·	·	·	7.3	-2	12	·	·
- COc1ccc(CCNC(=O)Cn2nnc(C(=O)Nc3cc(C)ccc3C)c2N)cc1OC
    -3	2	-4	103	7.1	-9	2.9	2	0
- CC(OC(=O)c1ccccc1C(=O)N(C)C1CCCCC1)C(=O)NC1(C#N)CCCCC1 (configuration not stated)
    -9	·	·	·	-0.7	-5	-1.4	·	·
- CCOC(=O)CC(NS(=O)(=O)c1ccc(OC)c(C)c1)c1cccc([N+](=O)[O-])c1 (configuration not stated)
    -4	6	3	92	-0.6	-1	-3.0	-4	-16
